Source: PubChem BioAssay
Casp6 inh: caspase-6 (human) enzyme inhibition; inhibition, % at 12.5 µM; P55212; purified caspase-6, Z-VEID-R110 cleavage fluorescence; actives 0.53% (n = 350,000); AID 686996;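 active = mean inhibition across replicates at least about 35%, with every replicate also reaching that limit, limit read from the data; inconclusive = only one of the two criteria met; inactive = neither criterion met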;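 also: 0% = median of neutral control wells and 100% = no fluorescence left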
Target sequence (P55212 24-179 limits assumed): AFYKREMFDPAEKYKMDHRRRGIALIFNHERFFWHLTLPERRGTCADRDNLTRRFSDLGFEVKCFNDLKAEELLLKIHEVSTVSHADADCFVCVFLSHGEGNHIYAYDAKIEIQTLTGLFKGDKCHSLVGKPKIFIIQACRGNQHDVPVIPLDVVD
Target sequence (P55212 194-293 limits assumed): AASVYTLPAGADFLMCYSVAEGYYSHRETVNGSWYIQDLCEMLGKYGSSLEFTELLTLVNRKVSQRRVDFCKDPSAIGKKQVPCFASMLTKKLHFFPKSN
RAD52 anneal inh: inhibitors of human RAD52 DNA annealing. P43351. recombinant RAD52 DNA annealing, FRET fluorescence. inhibition, % at 18.7 µM. actives 0.46% (n = 360,000);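 active = every replicate showing at least 50% inhibition; inconclusive = mean inhibition at least 50% but not in every replicate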
esBAF inh: inhibitors of esBAF chromatin remodeling in mouse ES cells | Bmi1-luciferase knock-in reporter, 24 h; 100% = twice the neutral-well signal | reporter increase, % at 12.5 µM | actives 2% (n = 350,000); in the data active = activation above about 40%; inconclusive = no clear call, values can overlap the other calls;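 also: 0% = median of the plate's neutral control wells and 100% = double that signal; a rise in the Bmi1 reporter signal indicates esBAF inhibition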
RAD54 branch: RAD54 (human) branch migration inhibition | inhibition, % at 10.4 µM | RAD54 Holliday junction branch migration, FAM/BHQ fluorescence | Q92698 | actives 0.14% (n = 360,000);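 active = mean normalized replicate activity at least 40 and at least half of replicates scoring 40 or more; inconclusive = only one of the two criteria met; inactive = mean below 40 and under half of replicates reaching 40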;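 also: 0% = median of neutral control wells and 100% = median of positive control wells; inhibitors cause a drop in the FAM fluorescence signal; in these data hits start at about 50%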
ERp5 block: ERp5 (human) disulfide isomerase inhibition; Q15084; ERp5 insulin aggregation, absorbance 650 nm, 90 min; inhibition, % at 9.99 µM; actives 0.05% (n = 350,000);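 active = mean replicate inhibition above about 25%, with every replicate also reaching it, limit read from the data, passing the limit was not always enough; inconclusive = only one of those two criteria met; inactive = neither criterion met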
ARNT-TACC3 inh: ARNT/TACC3 interaction disruption. Q9Y6A5. AlphaScreen His-ARNT PAS-B/GST-TACC3 binding, luminescence; TACC3 fragment carries E629A point mutation. inhibition, % at 9.99 µM. actives 0.66% (n = 390,000). AID 623870;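 active = mean inhibition of replicates at least 50% and at least half of replicates each reaching 50%; inconclusive = half or more replicates reach 50% but mean below 50%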;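 also: 0% = complete ARNT plus TACC3 wells and 100% = ARNT alone without TACC3; many hits fall short of the cut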
PglD inh: inhibitors of Campylobacter jejuni PglD acetyltransferase; purified PglD enzyme, DTNB colorimetric CoA detection; inhibition, % at 12.5 µM; actives 0.098% (n = 360,000); AID 602405; in the data active = inhibition above about 16%, passing the limit was not always enough; inconclusive = no clear call, values can overlap the other calls; also: strong numbers were not always called active
E-selectin induc: induces E-selectin expression in human endothelial cells. actives 0.37% (n = 260,000). P16581. AID 686992. HUVEC E-selectin immunofluorescence imaging; normalized: neutral wells 0, TNF-alpha wells 100. activation, % at 7.58 µM;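 active = mean E-selectin-positive cell signal at least 10% of the positive control, reached in at least 60% of replicates, without over 20% cell loss; inconclusive = no rule given, readout overlaps actives, possibly toxicity-flagged; inactive = the rest, including those meeting only one limit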;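 also: in these data hits start at about 27%; measured in HUVEC primary endothelial cells; signal is the percent of cells scored E-selectin positive by PE staining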
Target sequence (P16581 whole entry, looked up): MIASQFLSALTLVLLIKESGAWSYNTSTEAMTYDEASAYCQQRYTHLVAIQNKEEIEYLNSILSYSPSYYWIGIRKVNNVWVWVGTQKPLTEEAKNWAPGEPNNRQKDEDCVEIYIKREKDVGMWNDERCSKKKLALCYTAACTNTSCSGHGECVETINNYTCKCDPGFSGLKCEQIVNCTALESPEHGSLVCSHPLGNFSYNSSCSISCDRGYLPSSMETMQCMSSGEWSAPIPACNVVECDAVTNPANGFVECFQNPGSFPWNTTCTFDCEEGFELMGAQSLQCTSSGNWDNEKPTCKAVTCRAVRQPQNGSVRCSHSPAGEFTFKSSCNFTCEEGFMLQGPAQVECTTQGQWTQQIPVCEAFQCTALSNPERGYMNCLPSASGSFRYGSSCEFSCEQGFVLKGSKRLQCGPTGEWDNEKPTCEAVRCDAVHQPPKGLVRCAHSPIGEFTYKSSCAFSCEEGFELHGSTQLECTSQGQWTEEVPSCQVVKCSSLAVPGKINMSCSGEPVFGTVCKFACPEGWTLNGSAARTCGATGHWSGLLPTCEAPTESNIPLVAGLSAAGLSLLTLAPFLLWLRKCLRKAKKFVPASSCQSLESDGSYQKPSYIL
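Test system: HUVEC | Signal: Immunofluorescence imaging | Read-out: Percent E-selectin-positive cells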
Active calls of the source: *; ? = inconclusive; / = not tested or not shown.

SMILES | Casp6 inh | RAD52 anneal inh | esBAF inh | RAD54 branch | ERp5 block | ARNT-TACC3 inh | PglD inh | E-selectin induc
CC1CCC(C(C)C)C(=O)/C1=C/c1ccc(N)cc1 (centres undefined) | 6 | -32 | 59* | -1 | 0 | -6 | 0 | 0.9
COc1ccccc1C(=O)N1CCN(c2ccc(N3CCOCC3)nn2)CC1 | 0 | -8 | -2 | -5 | 5 | -2 | 1 | 0.2
CN(Cc1ccccc1)C(=O)CSc1nnc(-c2ccco2)n1-c1ccccc1 | 2 | -63 | 3 | -8 | -4 | 6 | 0 | /
Cc1cccc2sc(NNC(=O)C3=COCCO3)nc12 | -1 | 0 | / | / | 4 | -3 | / | /
O=C(CSc1ccc(-c2ccccn2)nn1)N1CCc2ccccc21 | -1 | -28 | / | / | 6 | 22 | / | 3.5
CC(=O)Nc1ncc(Cc2cccc(Cl)c2)s1 | -2 | -19 | / | / | -10 | / | / | 6.3
Cc1cn([C@H]2C[C@H](O)[C@@H](CNCc3ccc(F)c(N4CCOCC4)c3)O2)c(=O)[nH]c1=O | -3 | -9 | -1 | 5 | 7 | / | 3 | -0.2
C[C@H]1CCCCO[C@H](CN(C)S(=O)(=O)c2cn(C)cn2)[C@@H](C)CN([C@@H](C)CO)C(=O)c2cc(NS(=O)(=O)c3ccc(Cl)cc3)ccc2O1 | 0 | -30 | 9 | -7 | -2 | -3 | 0 | /
COc1ccccc1C(=O)Nc1ccc2oc(-c3ccc(F)cc3)nc2c1 | / | / | 38 | -8 | / | -1 | -5 | /
O=C(/C=C/c1ccccc1)Nc1nnc(-c2ccco2)o1 | 0 | -2 | 3 | -11 | -5 | 11 | -2 | -1.8
COc1ccccc1OCc1nnc(SCCN2CCOCC2)o1 | / | / | -13 | -1 | / | -10 | 7 | /
O=C(C[C@H]1CC[C@@H]2[C@H](COC[C@@H](O)CN2Cc2cccc(Cl)c2)O1)Nc1nccs1 | 3 | -1 | 5 | -6 | 4 | 3 | 2 | 0.0
COc1ccc(N(CC(=O)N/N=C(\C)c2ccc(OC)c(OC)c2)S(=O)(=O)c2ccccc2)cc1 | 1 | -5 | 1 | -4 | 3 | 10 | -6 | 0.8
CC(=O)Nc1ccc(C(=O)OCC(=O)N2CC3(C)CC2CC(C)(C)C3)cc1 (centres undefined) | 2 | 6 | 1 | -7 | 1 | / | 1 | -0.2
O=C(CSc1nnc(COc2ccccc2Cl)o1)NC(=O)NC1CCCC1 | / | -15 | -11 | 7 | 0 | 6 | -6 | /
COc1ccc(CN(C)C[C@@H]2OCCCC[C@@H](C)Oc3ccc(NC(=O)Nc4ccc(OC)cc4)cc3C(=O)N([C@@H](C)CO)C[C@@H]2C)cc1 | -2 | 44 | 4 | 2 | 3 | -4 | -3 | -0.1
O=C(Nc1cc(S(=O)(=O)N2CCCCC2)ccc1N1CCOCC1)c1cc(=O)[nH]c2ccccc12 | -3 | -19 | -3 | -12 | 5 | -12 | 7 | /
COc1cccc(NC(=O)C[C@@H]2CC[C@@H]3[C@@H](COc4ccc(NC(=O)c5ccccc5F)cc4C(=O)N3C)O2)c1 | 1 | -80 | 4 | -9 | -2 | -3 | 4 | 0.2
Cc1ccc(C(c2nnnn2C(C)(C)C)N2CCN(C3CCCC3)CC2)cc1 (centres undefined) | / | / | -9 | 4 | / | -8 | 4 | /
COc1ccc(/C(C)=N/NC(=O)c2nnn(-c3nonc3N)c2-c2ccccc2)cc1 | 0 | -1 | 1 | -9 | 1 | -14 | -7 | -0.1
O=C(Nc1cccnc1)c1cccc([N+](=O)[O-])c1 | 1 | -4 | / | / | 2 | / | / | -0.1
C=CCn1cnc2c(NCc3ccccc3)ncnc21 | / | / | 23 | -9 | / | -3 | 2 | /
Cc1ccc(C(=O)N2CCN(c3ncccn3)CC2)o1 | -2 | -6 | -4 | 3 | 2 | -2 | 3 | /
COc1ccc(C#Cc2ccc([C@H]3[C@@H](CO)N4CCCCN(C(=O)Nc5cccc(F)c5)C[C@@H]34)cc2)cc1 | -2 | -17 | 9 | -12 | -1 | 13 | -3 | -0.4
CCOc1ccc(N2Cc3ccccc3C2)cc1 | 1 | -13 | 24 | 2 | 1 | 4 | -5 | /

Some of these compounds in order of the RAD52 anneal inh value, falling:
compound	RAD52 anneal inh
COc1ccc(CN(C)C[C@@H]2OCCCC[C@@H](C)Oc3ccc(NC(=O)Nc4ccc(OC)cc4)cc3C(=O)N([C@@H](C)CO)C[C@@H]2C)cc1	44
Cc1cccc2sc(NNC(=O)C3=COCCO3)nc12	0
O=C(CSc1ccc(-c2ccccn2)nn1)N1CCc2ccccc21	-28

Next results.
SMILES | Casp6 inh | RAD52 anneal inh | esBAF inh | RAD54 branch | ERp5 block | ARNT-TACC3 inh | PglD inh | E-selectin induc
O=C(c1ccc(-c2nc3ccccc3s2)o1)N1CCN(c2ccccc2O)CC1 | 1 | -4 | 34 | -5 | 8 | 2 | 7 | 0.7
COc1cccc(-c2nc(-c3cccs3)no2)c1 | -3 | -7 | -53 | / | -1 | -3 | / | /
Cc1ccc(S(=O)(=O)Nc2ccc3c(c2)CC(=O)N([C@@H](C)CO)C[C@H](C)[C@H](CN(C)S(=O)(=O)c2ccccc2)O3)cc1 | / | / | -2 | -1 | / | -1 | -4 | -0.2
CCOc1ccc(-c2nnn(CC(=O)N3CCCC(C)C3)n2)cc1 (centres undefined) | 1 | -3 | / | / | -1 | -2 | / | 0.0
O=C(CCN1CCCCC1)NCC[C@H]1CC[C@H](NC(=O)C2CC2)[C@@H](CO)O1 | 0 | 4 | -3 | 3 | -4 | 16 | 1 | 0.1
CN1CCCCN2[C@H](CO)[C@@H](c3ccc(-c4ccccc4)cc3)[C@H]2C1 | 0 | -6 | -1 | -8 | -1 | 6 | 2 | 0.1
Cc1nc(N2CCc3ccccc3C2)[nH]c(=O)c1Cc1ccccc1 | -1 | -3 | 9 | / | 3 | 0 | / | 9.2
COc1ccc2cc(C(=O)N/N=C/c3sc4ccccc4c3O)ccc2c1 | -4 | -116 | / | / | -2 | 64* | / | -1.8
O=S(=O)(c1ccccc1F)N1CCCCN2[C@@H](CO)[C@@H](c3ccc(-c4ccccc4)cc3)[C@@H]2C1 | -3 | -10 | / | 9 | 1 | 11 | 3 | -0.2
COc1ccc2c(C=O)c[nH]c2c1 | -1 | -8 | / | / | 2 | 3 | / | -0.8
Cc1ccc(NC(=O)C2=C(O)c3sccc3N(C)S2(=O)=O)cc1 | / | / | 29 | 1 | / | -13 | -2 | /
COc1ccc(CNC(=O)CNC(=O)[C@@H]2Cc3ccccc3CN2)cc1 | -1 | 5 | 1 | -4 | 1 | -4 | -4 | /
CCCc1nnc(NC(=O)Cn2cnc3ccccc3c2=O)s1 | / | / | -2 | 8 | / | 1 | -4 | /
CN(C)C(=O)C[C@H]1CC[C@@H](NC(=O)C2CCC2)[C@H](CO)O1 | 0 | -4 | -1 | 5 | 1 | -11 | -1 | 0.0
Cc1cc(C)c2c(C)c(C(=O)NCc3ccc(S(N)(=O)=O)cc3)oc2c1 | -2 | -3 | -11 | 20 | 5 | 22 | 4 | 0.2
C[C@@H]1CN([C@@H](C)CO)S(=O)(=O)c2ccc(C#CCN(C)C)cc2O[C@@H]1CN(C)Cc1ccccc1F | 2 | 12 | -1 | 0 | 4 | 3 | 0 | 0.5
COC(=O)/C(=N/Nc1ccccc1)N1CCCc2ccccc21 | 0 | -2 | / | 0 | 4 | 12 | 10 | /
O=C(Cc1ccccc1)NC1c2ccccc2-c2ccccc21 | -3 | 5 | / | / | 1 | / | / | -0.1
Cc1cc(NC(=O)COC(=O)c2ccc(Cl)cc2)no1 | -1 | -13 | -5 | 3 | -2 | / | 6 | -0.2
COc1cc(/C=C/C(=O)OCC(=O)N(C)C2CCS(=O)(=O)C2)ccc1OC(F)F (centres undefined) | -3 | -14 | / | 1 | 6 | 9 | 2 | /
O=C(NC1CCCC1)c1cc2nc(-c3ccco3)cc(C(F)(F)F)n2n1 | 4 | -25 | 1 | 1 | 4 | -5 | -2 | 0.3
N#CC(c1ccccc1)C(CC(=O)c1ccccc1)c1ccccc1 (centres undefined) | 2 | -3 | / | / | 5 | / | / | 0.0
Cc1nc2cc(-c3ccccc3)ccc2o1 | / | / | 5 | -2 | / | -4 | 1 | /
COc1cccc(C(=O)Nc2ccc3c(c2)C(=O)N(C)[C@H]2CC[C@@H](CC(=O)NCc4ccc(F)cc4)O[C@H]2CO3)c1 | / | / | 3 | -8 | / | 0 | -6 | -0.1
O=Cc1cn(CC(=O)N2CCc3ccccc32)c2ccccc12 | 6 | -15 | -4 | -1 | 3 | -5 | 5 | 0.0

The listing continues:
SMILES | Casp6 inh | RAD52 anneal inh | esBAF inh | RAD54 branch | ERp5 block | ARNT-TACC3 inh | PglD inh | E-selectin induc
Cc1ccc(C(=O)NNC(=O)C2CCN(C(=O)OC(C)(C)C)CC2)cc1 | 1 | -9 | -1 | 15 | -6 | 7 | 0 | ?
Cc1onc(-c2ccccc2)c1NC(=O)OC(C)c1cccnc1 (centres undefined) | 1 | -7 | -1 | -3 | 7 | / | 0 | -0.1
Cc1cccc2cc3c(N)c(C(=O)Nc4ccc(N5CCOCC5)cc4)sc3nc12 | / | / | 27 | 3 | / | -12 | -1 | /
Cc1cc(-c2cc(C)c(N)cc2C)c(C)cc1N | -2 | -13 | -1 | 8 | -3 | -3 | -14 | 1.1
CCCNC(=O)COC(=O)c1ccccc1OCc1ccc(Cl)cc1 | 0 | -8 | -3 | 0 | -6 | -6 | -5 | /
CCn1c(C)c(Br)c(=O)c(C(=O)OC)c1-c1ccc(Cl)cc1 | 0 | -10 | -6 | 1 | 1 | 8 | 0 | /
COc1cccc(C(=O)Nc2ccc3c(c2)C(=O)N(C)[C@@H]2CC[C@H](CC(=O)NCc4ccccc4F)O[C@H]2CO3)c1 | -2 | 0 | 2 | 3 | -3 | -3 | 1 | 0.0
N#CC1(NC(=O)CSc2nc3ccc([N+](=O)[O-])cc3s2)CCCCC1 | 1 | 1 | 0 | / | 5 | 6 | / | -2.1
CC(C)(C)NC(=O)/C(=C\c1ccco1)NC(=O)c1ccco1 | -2 | -25 | -1 | -16 | 5 | 2 | -1 | 0.1
Cn1cc(CN2CCC(N3CCNC(=O)CC3)CC2)c(-c2ccccc2F)n1 | -15 | -18 | 0 | 8 | -3 | -15 | -3 | /
Cc1ccc(S(=O)(=O)N[C@H]2CC[C@@H](CC(=O)NCCCN(C)C)O[C@H]2CO)cc1 | -2 | 9 | -5 | -3 | -6 | -2 | 1 | 1.2
O=C(NC1C/C(=N/O)c2cc3c(cc21)OCO3)C(F)(F)F (centres undefined) | -1 | 12 | / | / | -1 | 1 | / | -0.6
COc1ccc(CNC(=O)CCC(=O)N2CCN(C(C)=O)CC2)cc1 | / | -33 | -4 | -11 | 2 | / | -6 | /
Cc1ccc2c(c1)N(C(=O)CCC(=O)NCc1cccnc1)CCO2 | 0 | -6 | -5 | -11 | 2 | 0 | -1 | 3.1
O=C1COc2ccc(S(=O)(=O)N3CCC(C(=O)NCc4ccccc4)CC3)cc2N1 | 1 | -5 | 6 | 5 | 4 | -1 | -6 | 0.5
C=CCSc1nc2ccccc2n1C(=O)/C=C/c1cc(OC)c(OC)c(OC)c1 | 3 | -9 | / | 1 | -4 | -8 | -6 | /
COc1ccc(OC)c(NC(=O)CCN2CCN(c3ccccc3F)CC2)c1 | / | / | -3 | 7 | / | 0 | -2 | /
CCOc1cc(NC(=O)c2ccco2)c(OCC)cc1NC(=O)c1ccco1 | -1 | -9 | -9 | -5 | -6 | -2 | 9 | /
COc1ccc(CCNC(=O)CCSc2nc(-c3ccco3)cc(C(F)(F)F)n2)cc1 | 0 | -6 | -1 | -8 | 0 | 11 | 0 | /
CCN1CCN(c2ccc(N3CCN(S(=O)(=O)c4cc([N+](=O)[O-])ccc4C)CC3)nn2)CC1 | -4 | -9 | -7 | -1 | -1 | 3 | -2 | 0.2
